5HT1E antag = 5-HT1E (human) receptor antagonism; 65,000 compounds, 0.99% hits; P28566; inhibition, % at 6 µM; CHO 5-HT1E Ga15 NFAT-bla reporter, FRET, antagonist;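 active = inhibition above a set limit, the mean inhibition across every tested compound plus 3 SD, cut at about 29% in these data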;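 note: signal is the 460 over 535 nm emission ratio of beta-lactamase substrate; 0% = agonist plus DMSO wells and 100% = wells without agonist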
Target sequence (P28566 whole entry, looked up): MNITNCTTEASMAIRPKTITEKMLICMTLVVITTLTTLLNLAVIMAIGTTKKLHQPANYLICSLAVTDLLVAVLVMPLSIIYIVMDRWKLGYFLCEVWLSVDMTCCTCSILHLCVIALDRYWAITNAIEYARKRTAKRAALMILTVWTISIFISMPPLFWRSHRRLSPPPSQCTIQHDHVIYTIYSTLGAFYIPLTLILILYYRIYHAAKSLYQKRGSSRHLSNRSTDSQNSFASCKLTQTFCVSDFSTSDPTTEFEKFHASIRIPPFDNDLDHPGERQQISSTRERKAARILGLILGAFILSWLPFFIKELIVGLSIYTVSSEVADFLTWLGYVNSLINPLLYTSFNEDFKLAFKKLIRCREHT
HTR1A agonist = agonists of human 5-HT1a serotonin receptor; activation, % at 10 µM; CHO 5-HT1a Ga15 NFAT-bla reporter, FRET ratio; 0% basal, 100% maximal reference agonist; 65,000 compounds, 0.56% hits; P08908;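 active = activation above the screen-wide mean activation plus 3 SD, cut at about 19% in these data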;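 note: 0% = DMSO wells and 100% = 5-CT at EC100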
Target sequence (P08908 whole entry, looked up): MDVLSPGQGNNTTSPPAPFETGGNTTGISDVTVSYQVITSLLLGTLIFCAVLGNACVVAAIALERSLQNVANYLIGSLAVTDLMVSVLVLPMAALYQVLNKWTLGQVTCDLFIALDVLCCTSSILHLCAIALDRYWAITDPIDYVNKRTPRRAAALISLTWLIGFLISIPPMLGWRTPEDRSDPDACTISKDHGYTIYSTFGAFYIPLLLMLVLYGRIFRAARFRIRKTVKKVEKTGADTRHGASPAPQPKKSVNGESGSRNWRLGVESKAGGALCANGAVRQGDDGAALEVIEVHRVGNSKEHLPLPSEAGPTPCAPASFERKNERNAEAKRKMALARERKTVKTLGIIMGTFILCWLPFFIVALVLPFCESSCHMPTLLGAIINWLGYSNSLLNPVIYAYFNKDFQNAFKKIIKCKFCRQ
MMP13 inh = MMP13 (human) collagenase inhibition; P45452; MMP-13 fTHP FRET cleavage, Mca fluorescence; inhibition, % at 4 µM; 65,000 compounds, 0.07% hits; AID 570;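 active = inhibition above the mean of compound-free control plate wells plus 3 SD, cut at about 14% in these data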;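 note: 0% = DMSO wells and 100% = wells with reference MMP-13 inhibitor after basal subtraction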
SF1 activator = activators of human nuclear receptor SF-1. activation, % at 10 µM. CHO-K1 Gal4-SF-1 LBD luciferase reporter; % increase over DMSO SF-1-specific signal. 65,000 compounds, 1.9% hits;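 active = activation above the mean activation of all tested compounds plus 3 SD, cut at about 50% in these data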
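Test system: CHO-K1 cells with Gal4–hSF-1 LBD chimera plus Gal4-driven luciferase; Input: 4,000 cells/well; Compound: 10 µM only; Times: 20 h compound treatment, 37 °C; Measured by: steady-glow luciferase luminescence, read after 15 min reagent incubation; Measure: percent activation versus DMSO; Control set: DMSO and mock-transfected background; Replicates: one test per compound.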
5-HT1A blocker = blocks the human serotonin 5-HT1a receptor. AID 612. 62,000 compounds, 0.68% hits. inhibition, % at 10 µM. P08908. CHO 5-HT1a Ga15 NFAT-bla reporter, antagonist mode;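 active = inhibition above the mean of all tested compounds plus 3 SD, cut at about 43% in these data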;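 note: receptor stimulated by 5-CT agonist at 100 nM near EC80; beta-lactamase reporter measured by ratiometric fluorescence of a cleavable substrate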
tolC growth inh = E. coli tolC mutant growth inhibition; 65,000 compounds, 2.2% hits; E. coli BW25113 tolC mutant growth, OD615; growth inhibition, % at 10 µM (by protocol);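 active = growth inhibition at or above a cutoff equal to the mean over every tested compound plus 3 SD, cut at about 60% in these data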;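 note: growth measured after 20 h incubation at 37 °C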
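Test system: E. coli BW25113 ΔtolC::kan bacteria | Medium: Kanamycin-containing LB broth (50 µg/mL) | Dosing: One dose of 10 µM final | Times: 20 h incubation with compound, 37 °C | Detection: Optical density read at 615 nm | Read-out basis: Percent growth inhibition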
HTR1E agonist = agonists of human 5-HT1E serotonin receptor. 65,000 compounds, 0.69% hits. activation, % at 6 µM. CHO 5-HT1E Ga15 NFAT-bla reporter, FRET; 0% DMSO wells, 100% control agonist wells;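 active = activation above a set limit, the screen-wide mean activation plus 3 SD, cut at about 8.5% in these data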;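 note: 100% = positive control agonist at 1 µM giving full maximal response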
NADH enzymes = inhibitors of enzymes used to reach an NAD/NADH endpoint. coupled PK/LDH NADH assays, four targets. IC50, µM (titrated, usually from 10 µM), for inactives: top-dose inhibition. 65,000 compounds, 0.02% hits;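 active = single-dose screening hits from any of four coupled enzyme assays that gave an IC50 when retested across doses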;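 note: the DPM-DC format reads NADH fluorescence rather than 340 nm absorbance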
RORa activator = activators of human nuclear receptor RORA | activation, % at 10 µM | CHO-K1 Gal4-RORA LBD luciferase reporter, luminescence; percent increase over mock-subtracted basal signal | 65,000 compounds, 1.5% hits | P35398 | AID 560;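 active = activation above the mean of all tested compounds plus 3 SD, cut at about 49% in these data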;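 note: 0% = DMSO-treated RORA cells and 100% = added signal equal to DMSO minus mock-transfected cells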
The depositor's hits bear a star; x = no result given; [ ] = remark or other dose.

Start of the data: the first 3 records, to show the layout:
canonical_smiles,5HT1E antag,HTR1A agonist,MMP13 inh,SF1 activator,5-HT1A blocker,tolC growth inh,HTR1E agonist,NADH enzymes,RORa activator
COc1ccc2[nH]c(C(=O)O)c(NS(=O)(=O)c3ccc(Cl)s3)c2c1,2,-2.1,-2,9,-2,15,-0.4,4%,3
CCc1nnc(NC(=O)CSc2nc3c(cc2C#N)CCC3)s1,2,-0.4,-6,75*,3,-10,0.2,5%,7
COc1ccccc1Oc1cc(C#N)c(C#N)cc1-n1nnc2ccccc21,7,-0.3,4,-13,49*,32,-0.9,7%,-27

This part in full, from the start:
canonical_smiles,5HT1E antag,HTR1A agonist,MMP13 inh,SF1 activator,5-HT1A blocker,tolC growth inh,HTR1E agonist,NADH enzymes,RORa activator
COc1ccc2[nH]c(C(=O)O)c(NS(=O)(=O)c3ccc(Cl)s3)c2c1,2,-2.1,-2,9,-2,15,-0.4,4%,3
CCc1nnc(NC(=O)CSc2nc3c(cc2C#N)CCC3)s1,2,-0.4,-6,75*,3,-10,0.2,5%,7
COc1ccccc1Oc1cc(C#N)c(C#N)cc1-n1nnc2ccccc21,7,-0.3,4,-13,49*,32,-0.9,7%,-27
O=c1cc(N2CCN(c3ccccc3)CC2)[nH]c(=O)n1-c1ccccc1Cl,1,0.2,3,9,1,3,0.3,6%,12
CCc1nnc(NC(=O)CSc2nnc(-c3ccoc3C)n2-c2ccccc2)s1,-4,0.9,3,8,5,16,-1.3,3%,23
Cc1ccnc(N2CCC(C(=O)Nc3ccc4c(c3)OCO4)CC2)n1,-8,-2.3,-4,2,2,-6,-0.5,7%,-12
Cc1cc(-c2ccccc2)nc(N2CCN(c3ccccn3)CC2)n1,5,-0.2,-2,-11,4,19,3.0,2%,-20
O=C(Cn1nnc(-c2ccc(Cl)cc2)n1)NCCC1=CCCCC1,4,-0.2,-6,3,8,-2,-0.4,9%,-13
COC(=O)c1ccc(-c2nc3ccccc3o2)cc1,-15,-2.6,-43,46,-27,-12,0.8,2%[fluoresces],2
CCOc1ccc(/C(O)=C2/C(=O)C(=O)N(c3cc(C)on3)C2c2ccc(C(=O)OC)cc2)cc1 (centres undefined),-11,2.0,2,3,x,11,0.2,4%,2
COc1cc2c(cc1OC)C(C(=O)Nc1cccc(C)n1)C(c1cccnc1)N(C)C2=O (centres undefined),0,-0.6,2,-5,-9,-8,-0.2,6%,-5
O=C1CSC(=Nc2ccc(O)cc2)N1c1ccc(O)cc1,3,3.0,-6,1,x,-5,0.1,2%,7
CC1(C)CC(CCNC(=O)c2ccco2)CC(C)(C)N1,4,0.5,3,4,2,3,0.2,2%,-9
Cn1c(SCC(=O)c2ccccc2F)nnc1C1CC1,7,1.0,3,-18,9,6,0.4,2%,-13
CS(=O)(=O)N(CC(=O)NCCC1=CCCCC1)c1ccc2c(c1)OCO2,11,-1.8,-3,11,2,2,-1.1,6%,-8
Cc1ccc(NC(=O)CCNS(=O)(=O)c2cccc3nonc23)cc1,-7,-2.3,8,2,1,25,-0.1,3%,-9
COc1cc2cc(CN(Cc3nnnn3Cc3ccco3)C3CCCCC3)c(=O)[nH]c2cc1OC,-2,1.5,-17,0,-1,20,0.0,9%,-8
Cc1noc(NS(=O)(=O)c2ccc(N3CC(O)=C(c4ccccc4)C3=N)cc2)c1C,0,147*,4,-10,9,8,-0.4,4%,16
O=C(c1cccs1)n1nc(-c2ccccc2)nc1NCc1ccco1,1,-1.5,-2,-12,27,26,-0.4,0%,9
O=C(CCn1c(=S)[nH]c2cc3c(cc2c1=O)OCO3)N1CCN(c2ccccn2)CC1,7,-2.8,0,-7,-12,-5,-1.3,5%,5
CCC(C)(C)NC(=O)C(c1ccc(F)cc1)N(Cc1ccco1)C(=O)c1snc(C(N)=O)c1N (centres undefined),-2,-1.3,-22,-9,12,-5,0.5,4%,-10
Cc1ccc(S(=O)(=O)C(C#N)c2nc3ccccc3nc2N2CC(C)OC(C)C2)cc1C (centres undefined),-5,1.4,-21,-3,2,48,1.1,8%,-5
CC1(C)C(=O)C2(CCCC2)C(=O)OC1c1ccco1 (centres undefined),-1,-0.6,-2,-6,-6,-4,1.4,7%,0
COc1cccc(C2C(C(=O)OCc3ccccc3)=C(C)Nc3ncnn32)c1OC (centres undefined),1,2.5,0,-11,8,4,0.1,4%,-6
CSCCC(NC(=O)c1ccco1)C(=O)OCC(=O)Nc1sccc1C#N (centres undefined),7,1.2,-5,10,1,-13,-0.6,4%,-14
Cc1nn(-c2ccccc2)c2c1C(c1ccccc1)C(C#N)=C(N)O2 (centres undefined),7,1.5,0,0,13,-1,-0.2,7%,-8
COc1ccc2nc(N3CCCC(O)C3)c(C#N)cc2c1 (centres undefined),8,1.1,-38,38,3,5,0.4,11%,3
Cc1cc(NS(=O)(=O)c2ccc(NC(=O)CCN3C(=O)c4ccccc4C3=O)cc2)no1,-8,-1.7,5,-11,-12,-12,0.4,7%,-10
CC1=C(C(=O)Nc2ccccc2)C(c2ccco2)C(C#N)=C(SCC(=O)OC(C)C)N1 (centres undefined),-1,-0.5,-9,0,5,50,-0.5,0%,-24
CCc1nnc(NC(=O)c2ccc(S(=O)(=O)N3CCCCC3C)cc2)s1 (centres undefined),-2,0.9,3,-1,14,2,-0.2,7%,3
Cc1ccc(C2/C(=C(/O)c3ccc(OC(C)C)cc3)C(=O)C(=O)N2CCN2CCOCC2)cc1 (centres undefined),-16,0.5,1,-10,x,18,0.2,4%,-20
COc1cccc(C2=NOC(C(=O)N3CCc4ccccc4C3)C2)c1 (centres undefined),0,-1.9,2,8,6,36,0.4,2%,4
CCOC(=O)C1CCCN(C(=O)C2CCCN(S(C)(=O)=O)C2)C1 (centres undefined),-5,-1.9,-3,12,-4,-16,0.3,9%,-17
O=C(Nc1c(F)cc(F)cc1Br)c1cc2nc(C(F)F)cc(C(F)F)n2n1,-4,0.8,1,4,-13,6,0.2,7%,-2
Brc1ccc(CSc2nnc(Cc3c[nH]c4ccccc34)o2)cc1,5,-2.1,2,-8,25,30,-0.6,3%,-7
O=C(Cn1cnc2c(oc3ccccc32)c1=O)NCCc1ccccc1,0,0.3,5,-1,-4,3,-0.5,0%,1
Cc1nn(C(=O)C(C)N2C(=O)c3ccccc3C2=O)c(C)c1Br (centres undefined),13,-0.1,4,0,1,-5,-0.1,2%,18
CCOc1cc(NC(=O)c2ccccn2)c(OCC)cc1NC(=O)CC(C)C,-2,-0.6,-2,8,-17,-14,0.3,3%,11
CCOC(=O)c1cc2cc(-c3c(C(=O)OCC)oc4cc(O)cc(O)c4c3=O)ccc2o1,20,20*,5,3,16,87*,-0.8,3%,14
COc1ccc(NC(=O)c2c(OC)cccc2OC)c(OC)c1,8,-0.1,-1,-18,38,-23,-0.5,6%,-8
Cc1nc2ncnn2c(C)c1CCC(=O)NCc1ccccc1,1,-2.9,3,-11,6,-11,-0.4,4%,-13
COCCn1c(=NC(=O)CSC(C)=O)sc2cc(F)ccc21,9,0.6,5,-17,6,-7,-0.3,6%,-1
C=CCOc1ccc2ccccc2c1CNc1ncn[nH]1,17,-1.0,-3,11,16,6,0.2,5%,-16
O=C(CSc1nc(-c2ccco2)cc(C(F)(F)F)n1)Nc1ccc2c(c1)CCC2,5,-0.5,0,18,2,-2,-0.2,3%,16
Cc1ccc(-n2c(SCC(=O)Nc3ccc4c(c3)OCO4)nnc2-c2cccs2)cc1,17,0.0,7,-3,34,3,1.4,6%,7
O=C(c1csc2ccccc12)N1CCCCCC1,-8,-2.3,2,4,-17,-6,0.2,2%,-18
CCOC(=O)N1CCN(C(=O)c2ccc3nc(N4CCC(C)CC4)sc3c2)CC1,4,-0.3,1,26,3,8,-0.5,5%,0
COC(=O)c1ccccc1NC(=O)c1cc2sccc2n1C,-3,-1.2,-20,14,21,-14,-0.5,8%,6
Cc1noc(C)c1S(=O)(=O)Nc1ccc(C(=O)NC2CCCCC2C)cc1 (centres undefined),6,-2.0,2,-4,5,14,0.2,8%,-2
CC(=O)NCC1=C(NC(C)=O)C2CC1C(C)(C)C2C (centres undefined),-2,-1.9,5,12,-3,-9,-0.3,0%,-7

(listing goes on)
canonical_smiles,5HT1E antag,HTR1A agonist,MMP13 inh,SF1 activator,5-HT1A blocker,tolC growth inh,HTR1E agonist,NADH enzymes,RORa activator
CCC(C)NC(=O)CC(NS(=O)(=O)c1ccc(Cl)cc1)c1ccco1 (centres undefined),1,1.6,2,-2,8,10,-0.1,0%,-7
COc1ccc(-c2cc(NCCc3ccncc3)n3ncnc3n2)cc1,-4,0.8,-16,-3,6,13,-0.3,1%,-9
Nc1nc(NC(=O)Cc2ccccc2)nn1-c1ccccc1,-6,0.2,-8,3,x,5,0.3,3%,-6
Nc1nc2n(n1)C(c1cccc(Br)c1)CC(c1ccc(F)cc1)N2 (centres undefined),4,3.1,8,-8,2,17,0.9,3%,28
COc1cc(C(=O)N(Cc2cc3ccccc3[nH]c2=O)CC2CCCO2)cc(OC)c1OC (centres undefined),-4,-2.0,-11,0,-4,-10,2.1,9%,-1
COCCCN1C(=O)c2[nH]nc(-c3cc(C)cc(C)c3O)c2C1c1ccc(O)c(OC)c1 (centres undefined),7,3.4,-1,16,0,17,-0.6,10%,13
COc1ccc(-c2csc(NC(=O)C3CCCO3)n2)cc1 (centres undefined),-13,-3.5,-5,64*,6,17,0.2,4%,17
CCOC(=O)c1[nH]c2ccccc2c1NC(=O)COC,-7,-1.7,-13,-2,5,-8,0.2,5%,8
Cc1nnc(SCCC(C)C)[nH]c1=O,14,-0.4,0,2,-8,-1,-0.8,8%,-11
CCn1c(COc2ccccc2OC)nnc1SCC#N,4,-0.8,4,-8,3,-14,-0.9,6%,0
CCCCCOC(=O)C1=C(C)Nc2nnnn2C1c1ccc(OC)c(OC)c1OC (centres undefined),2,-2.1,4,-10,-12,35,0.7,4%,-20
CCC(=O)N1CCN(c2ccc(Cl)cc2NC(=O)Cc2ccccc2)CC1,4,-0.8,1,20,42,43,0.2,10%,-4
Cc1nc(NC(=O)CSc2nc3cccnc3n2Cc2ccccc2)sc1C,15,2.0,2,7,-6,-17,-0.6,11%,-5
Cn1c(=O)c2c(nc(N3CCCCC3)n2CCSc2nc3ccccc3o2)n(C)c1=O,13,13,-4,0,-10,x,-0.4,4%,-4
CSc1nc(=NC(C)=O)ss1,-8,-3.5,-1,-18,3,-9,-0.4,3%,12
O=C(COC(=O)c1ccc(Br)o1)Nc1nc2ccccc2s1,-1,-1.1,2,2,-3,22,-0.3,2%,2
Cc1cc2cc(CCNC(=O)CC(C)C)c(=O)[nH]c2cc1C,7,0.1,-6,22,-7,-3,1.1,2%,7
CC(=O)c1cc(CN2C(=O)CCC2=O)cs1,-20,-1.3,-4,3,3,-4,-1.0,0%,-6
CC1(c2ccccc2)CC(c2ccccc2)=Nc2nonc2N1 (centres undefined),7,0.1,3,19,-8,14,0.7,5%,-10

Source: PubChem
